High-throughput results: PubChem BioAssay, National Center for Advancing Translational Sciences (NCATS)
DT40 TDP1 no CPT = qHTS for Inhibitors of human tyrosyl-DNA phosphodiesterase 1 (TDP1): qHTS in cells in absence of CPT; DT40 Tdp1-/- hTDP1 cells, no CPT, ATP luminescence, 48 h; Potency, µM (highest dose often 46.2 µM), for the others: top-dose activity change, negative = growth inhibition, most hits filed as inhibitors; 15% of 420,000 active; also: nearly all actives have a fitted effect of over 55% in size
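Chicken DT40 Tdp1-/- cells complemented with human TDP1, screened without camptothecin (DMSO vehicle only), 400 cells/well. Compounds pin-transferred, cells incubated at 37 °C for at least 48 hr. Growth read as ATP-dependent luminescence (CellTiter-Glo, 30 min at RT).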
TDP1 cell CPT = qHTS for Inhibitors of human tyrosyl-DNA phosphodiesterase 1 (TDP1): qHTS in cells in presence of CPT. chicken DT40 Tdp1-/-;hTDP1 cells + 20 nM CPT, ATP luminescence, 48 h. Potency, µM (titrated, usually from 46.2 µM), for the others: top-dose activity change, negative = growth inhibition, most hits filed as inhibitors. 12% of 420,000 active. AID 686979, 2013; also: nearly all actives have a fitted effect of over 55% in size
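Chicken DT40 Tdp1-/- cells complemented with human TDP1, 400 cells/well, exposed to compounds plus 20 nM camptothecin for at least 48 h at 37 C; viability read as ATP content by CellTiter-Glo luminescence.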
TDP1 inh = qHTS Assay for Inhibitors of Tyrosyl-DNA Phosphodiesterase (TDP1); Tyrosyl-DNA phosphodiesterase 1 (Homo sapiens), Q9NUW8; recombinant TDP1, AlphaScreen DNA substrate cleavage; Potency, µM (series often up to 130 µM), for the others: top-dose activity change, negative = inhibition, actives largely listed as inhibitors; 0.28% of 350,000 active; AID 485290, 2010; also: nearly all actives have a fitted effect of over 40% in size
Target sequence (Q9NUW8 whole entry, looked up): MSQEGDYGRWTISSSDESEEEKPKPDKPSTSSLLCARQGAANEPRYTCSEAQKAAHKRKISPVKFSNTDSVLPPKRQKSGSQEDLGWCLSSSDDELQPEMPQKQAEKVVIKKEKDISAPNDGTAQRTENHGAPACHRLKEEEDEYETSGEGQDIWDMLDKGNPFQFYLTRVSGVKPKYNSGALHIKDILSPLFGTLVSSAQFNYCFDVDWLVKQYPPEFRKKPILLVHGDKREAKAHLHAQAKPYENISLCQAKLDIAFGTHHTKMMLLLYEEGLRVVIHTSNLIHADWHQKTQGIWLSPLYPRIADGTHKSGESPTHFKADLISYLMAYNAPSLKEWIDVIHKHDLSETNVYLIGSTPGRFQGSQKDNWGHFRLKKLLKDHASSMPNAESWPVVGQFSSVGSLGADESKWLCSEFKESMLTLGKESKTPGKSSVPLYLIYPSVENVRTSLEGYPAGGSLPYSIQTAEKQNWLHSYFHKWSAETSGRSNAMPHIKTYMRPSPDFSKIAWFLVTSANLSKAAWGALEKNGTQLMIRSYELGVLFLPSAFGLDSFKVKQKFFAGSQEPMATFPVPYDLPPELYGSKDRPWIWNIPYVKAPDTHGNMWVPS
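Recombinant human Tdp1 (E. coli-expressed, 1 nM final) preincubated with compounds 15 min at room temperature, then 5'-biotin/3'-phosphotyrosine-FITC DNA substrate (15 nM final) added for 5 min. AlphaScreen beads (10 ug/ml final) added 10 min; cleavage lowers signal.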
Active calls of the source: *; u = inconclusive; x = not tested or not shown; [ ] = remark or other dose. Calls follow the shape of the dose curve; as a rule, active = well fitted curve in the direction sought with a large enough effect; inconclusive = small, poorly fitted or top-dose-only effect, or another doubt; inactive = no such curve, though single readings can be large; an effect the other way counts as inactive or inconclusive. % is scaled to controls: 0 for no effect and ±100 for the full control effect; potency is read from the fitted curve at half-maximal effect.

SMILES | DT40 TDP1 no CPT | TDP1 cell CPT | TDP1 inh
CCCCn1nnnc1C(c1ccccc1)N1CCN(CC)CC1 (stereo not drawn) | -11% | -22% | x
COCCNC(=O)C1(C)CCN(C(=O)c2ccc3c(c2)C(C)(C)CCC3(C)C)C1 (stereo not drawn) | 26µM* | u | x
CC(C)C[C@@H](CN)NC(=O)c1nc[nH]c1C(=O)N[C@@H](CC(=O)O)C(=O)CNC[C@H](C)NC(=O)c1nc[nH]c1C(=O)N[C@@H](CC(=O)O)C(=O)O | -1% | -22% | x
COc1cc(O)c(/C=N/NC(=O)c2ccncc2)c(OC)c1[N+](=O)[O-] | u | -37% | 10%
COc1cc2c(C(=O)OCCN(C)C)c(CSc3ccccc3)n(C)c2cc1Br | u | u | -5%
CC1CCN(c2cc(=O)n(C3CCCCC3)c(=O)[nH]2)CC1 | -21% | u | 2%
CCOC(=O)C1Oc2ccccc2C(c2ccoc2)=C1C(=O)OC (stereo not drawn) | u | u | 0%[56.1 µM]
Cc1cc(C)nc(N2CCN(c3nc(-c4ccccc4)nc4c3oc3ccccc34)CC2)n1 | -14% | -3% | x
NC(=O)C1CCN(C(=O)COc2ccc3ccccc3c2)CC1 | -5% | -1% | 0%[56.1 µM]
CCn1c(=O)c2c(nc(SCC(=O)Nc3ccccc3)n2C)n(C)c1=O | -27% | -12% | 16%

The last 4 entries of the part before open the next one:
SMILES | DT40 TDP1 no CPT | TDP1 cell CPT | TDP1 inh
CCOC(=O)C1Oc2ccccc2C(c2ccoc2)=C1C(=O)OC (stereo not drawn) | u | u | 0%[56.1 µM]
Cc1cc(C)nc(N2CCN(c3nc(-c4ccccc4)nc4c3oc3ccccc34)CC2)n1 | -14% | -3% | x
NC(=O)C1CCN(C(=O)COc2ccc3ccccc3c2)CC1 | -5% | -1% | 0%[56.1 µM]
CCn1c(=O)c2c(nc(SCC(=O)Nc3ccccc3)n2C)n(C)c1=O | -27% | -12% | 16%
CC(C)(C)NCC(O)CON=C1c2ccccc2-c2ccccc21 (stereo not drawn) | u | 21µM* | 0%
CCOc1ccc(NS(=O)(=O)c2cccc(C(=O)N(C)Cc3ccco3)c2)cc1 | u | u | 0%[56.1 µM]
Cc1nn(C)c(C)c1CNC(=O)Nc1cccc(Cl)c1C | -20% | -2% | -2%
CCc1c(C)nc(SCC(=O)N2C(C)CCCC2C)[nH]c1=O (stereo not drawn) | u | 5% | -2%
CC(Cc1cnccn1)NC(=O)c1cc(COc2ccc(F)cc2F)on1 (stereo not drawn) | 5% | u | 3%
O=C(O)CCC(=O)N1CCC(n2nnc3cc(C(F)(F)F)ccc32)CC1 | 2% | -3% | -2%
Cc1cc(NC(=O)c2cccs2)ncc1NC(=O)C(C)(C)C | -11% | -20% | x
COC(=O)c1ccccc1NC(=O)c1sc2nc(C)cc(C)c2c1NC(=O)c1ccccc1OC | -9% | -5% | -4%
Cn1ccc2c(-c3ccccc3F)cc3c(c21)C1CCC3C1 (stereo not drawn) | -12% | -7% | x
O=C(CCCC(=O)OCC(=O)c1cccs1)Nc1ccc(F)cc1 | 17% | 2% | 2%

Copied from the list:
TDP1 cell CPT result of Cc1cc(NC(=O)c2cccs2)ncc1NC(=O)C(C)(C)C reads -20%
DT40 TDP1 no CPT result of Cn1ccc2c(-c3ccccc3F)cc3c(c21)C1CCC3C1 (stereo not drawn) reads -12%

(listing goes on)
SMILES | DT40 TDP1 no CPT | TDP1 cell CPT | TDP1 inh
O=C(C1=C[C@@H](C2CC2)C[C@@H](OCc2ccc(CO)cc2)O1)N1CCN(Cc2ccccc2)CC1 | u | u | 8%
CC(C)CCN1CC(C(=O)NCc2ccc(F)cc2)CC1=O (stereo not drawn) | -3% | -17% | 0%
CCOc1ccc(N(CC(=O)Nc2ccccc2Cl)S(C)(=O)=O)cc1 | 26µM* | 18µM* | x
CC(=O)Nc1ccc(S(=O)(=O)N2CCSC2c2ccc(Cl)cc2)cc1 (stereo not drawn) | -22% | -6% | 6%
Cc1cc(Cl)ccc1OCC(=O)NNC(=O)C1CCN(c2ncnc3sc(C)c(C)c23)CC1 | u | u | 0%
O=C(Cc1ccccc1)NC(=S)Nc1ccc(N2CCCCC2)cc1 | 23µM* | u | 9%
CCOC1=C2CN(S(=O)(=O)c3ccc(C)cc3)C(c3cccc(Cl)c3)CC2NC(c2ccccc2)C1 (stereo not drawn) | u | 18µM* | x
Cc1cc(C)n(C(C)CC(=O)NCc2ccccc2C)n1 (stereo not drawn) | -11% | -15% | 5%
CCc1cccc(NC(=O)CCn2nc(C)cc2C)c1 | -17% | -1% | 1%
CCCNC(=O)C(CC)NS(=O)(=O)c1ccc(OC)cc1 (stereo not drawn) | -3% | 0% | 6%
COc1cc(/C=C2/C(=N)N3N=C(CC(=O)N4CCOCC4)SC3=NC2=O)ccc1OCc1ccccc1 | -11% | 6% | 9%
CCCN1C(=O)/C(=C/c2ccc(C)o2)SC1=Nc1ccc(OCC)cc1 | u | u | 9%
CCN(CC)CCn1c2c(c(SCC(=O)Nc3cc(C)cc(C)c3)nc1=O)CCC2 | -2% | 2% | -6%
Cc1cc(=O)nc2c3ccccc3n(CC(=O)NC3CCCCC3)n12 | 3% | 2% | 5%
O=C1NN(c2ccccc2)C(=O)/C1=C\c1cccn1-c1ccc(Cl)c([N+](=O)[O-])c1 | -29% | -28% | 9%
Cc1cc(=O)[nH]c(S/C=C/c2ccccc2)n1 | u | u | 9%
CCCCn1nnnc1C(c1cc2ccccc2o1)N1CCCCC1 (stereo not drawn) | u | u | x
Cc1ccc(N2C(=O)CS(=O)(=O)C23C(=O)N(Cc2ccc(Cl)cc2)c2ccccc23)cc1C (stereo not drawn) | u | u | 5%
Oc1cc2ccccc2cc1-c1nnc2n1-c1ccccc1SC2 | u | u | 5%
Nc1ccc(C(=O)O)cc1[N+](=O)[O-] | 3% | 4% | 4%

Entries from the list above containing an NH in an aromatic ring:
SMILES | DT40 TDP1 no CPT | TDP1 cell CPT | TDP1 inh
CC(C)C[C@@H](CN)NC(=O)c1nc[nH]c1C(=O)N[C@@H](CC(=O)O)C(=O)CNC[C@H](C)NC(=O)c1nc[nH]c1C(=O)N[C@@H](CC(=O)O)C(=O)O | -1% | -22% | x
CC1CCN(c2cc(=O)n(C3CCCCC3)c(=O)[nH]2)CC1 | -21% | u | 2%
CCc1c(C)nc(SCC(=O)N2C(C)CCCC2C)[nH]c1=O (stereo not drawn) | u | 5% | -2%
Cc1cc(=O)[nH]c(S/C=C/c2ccccc2)n1 | u | u | 9%

The list goes on:
SMILES | DT40 TDP1 no CPT | TDP1 cell CPT | TDP1 inh
C/C(=N\NC(=O)CCCCCNC(=O)c1ccccc1)c1ccccc1O | -28% | -15% | 0%
CC1CCN(Cc2nnnn2CCCC(=O)N(C)C2CCOC2)CC1 (stereo not drawn) | 18% | -21% | 6%
CCOc1ccc(CC(=O)N2CCN=C2SC)cc1 | -27% | -8% | -3%
Cc1cc(C)cc(N=Cc2c(O)c3ccccc3oc2=O)c1 | u | -3% | 2%
O=C(COC(=O)c1cc(S(=O)(=O)N2CCOCC2)ccc1Cl)Nc1ccc(Cl)cn1 | 6% | 12% | x
CC(=O)Nc1cc(-c2cccc(C(=O)NCCO)c2)cn2c(-c3ccc(F)c(Cl)c3)cnc12 | 23µM* | 29µM* | x
CC(=O)NCCOC(=O)c1nn(Cc2ccccc2)c(=O)c2ccccc12 | u | -21% | 7%
CCCCCCCCN1[C@@H](CC(=O)OCC)c2cc(F)ccc2S1(=O)=O | u | u | x
Cc1cc(-c2cccc([N+](=O)[O-])c2)nc2ccc3ccccc3c12 | -16% | 1% | 2%
C/C(=N\Nc1ccc(S(=O)(=O)N2CCCCC2)cn1)c1ccc(O)cc1 | 15µM* | u | 5%
CC(=O)c1cc(CC=C(C)C)c(O)cc1O | u | u | 1%
CC(=O)COc1ccc2c(-c3ccccc3)cc(=O)oc2c1 | u | u | 3%
CC(C)C[C@H]1CNC(=S)N1C[C@H]1CCCN1C[C@H](Cc1ccc(O)cc1)N1C[C@H](Cc2ccc(O)cc2)N(CCc2ccccc2)C1=S | u | u | x
Cc1ccc(CN(c2ccc(C(=O)NCc3ccccn3)cc2)S(C)(=O)=O)cc1 | 0% | 4% | 4%
CCN(CC)CCn1c(=N)n(CC(O)c2ccco2)c2ccccc21 (stereo not drawn) | u | -13% | -6%
CCOc1ccccc1C1C(C(=O)OC)=C(N)OC2=C1C(=O)CCC2 (stereo not drawn) | -11% | -20% | 3%
Cc1ccc(S(=O)(=O)N[C@@H](Cc2ccccc2)C(=O)N2CCC[C@@H]2C(=O)O)cc1 | -7% | 0% | x
O=C(c1cccc(Cl)c1)N1c2nc(-c3ccco3)nn2C2(CCCCC2)[C@@H]2CCCC[C@@H]21 | u | u | 5%
O=C(CCn1c(=S)[nH]c2cc3c(cc2c1=O)OCO3)NCc1cccc(Cl)c1 | 10% | -28% | -5%
CC(C)(C)S(=O)N1Cc2cc(C(=O)N[C@@H]3CCN(Cc4ccccc4)C3)nc(-c3cccc(-c4cc5ccccc5o4)c3)c2[C@@H]1CCO (stereo partly drawn) | 23µM* | u | x

2 entries from above, reformatted.
Under each structure – DT40 TDP1 no CPT, TDP1 cell CPT, TDP1 inh
Cc1ccc(S(=O)(=O)N[C@@H](Cc2ccccc2)C(=O)N2CCC[C@@H]2C(=O)O)cc1
→ -7%, 0%, x
O=C(c1cccc(Cl)c1)N1c2nc(-c3ccco3)nn2C2(CCCCC2)[C@@H]2CCCC[C@@H]21
→ u, u, 5%

Continuation.
SMILES | DT40 TDP1 no CPT | TDP1 cell CPT | TDP1 inh
Cc1cccc(C)c1NC(=O)NC1CC2CCC(C1)N2Cc1cccs1 (stereo not drawn) | -1% | 1% | -3%
CCC(CC)NC(=O)COC(=O)c1ccc(OCc2ccc(C(C)=O)cc2OC)c(OC)c1 | u | u | 1%
O=C(C[n+]1cccc(CNC(=O)c2ccc(OC(F)F)cc2)c1)Nc1ccccc1Cl | -18% | -3% | -1%
Cc1ccc(NC(=O)C(C)N2C(=O)c3ccccc3C2=O)cc1C (stereo not drawn) | 4% | 0% | 3%
COc1ccc(C2CC(c3ccc(F)cc3)=NN2c2ccccc2)cc1OC (stereo not drawn) | u | -19% | x
COc1cccc(NC(=O)CN(C)C(=O)CCSc2ccc(C)cc2)c1 | -29% | u | 2%
O=C(CP(=O)(c1ccccc1)c1ccccc1)N/N=C/c1cc(Br)cc(Br)c1O | 15µM* | 15µM* | 8%
Cc1ccc(C(=O)Nc2nc(C)c(C(=O)Nc3ccc4c(c3)CCC4)s2)cc1 | 1.3µM* | 1.3µM* | 5%
Cc1nnc(SCC(=O)c2ccc(S(=O)(=O)N3CCOCC3)cc2)n1-c1ccccc1 | -18% | 3% | 0%
COc1ccc(-c2nnn(CC(=O)N(CC(=O)NCCC(C)C)c3ccccc3)n2)cc1OC | u | -24% | 6%
COc1ccc(/C=C/CN2CCC(n3nccc3NC(=O)C3CCCC3)CC2)cc1 | -26% | -13% | 1%
O=C(O)C1CC(=O)N(C2CCCCCC2)C1 (stereo not drawn) | -1% | -16% | 5%
COC(=O)C1C(c2ccccc2)C=CC(c2ccccc2)C1C(=O)O (stereo not drawn) | 14% | 0% | x
CN(C)c1cc(N2CCOCC2)nc(C#N)n1 | u | u | x
COc1cc(C(C)=O)ccc1OCC(=O)NCCCn1nc(C)cc1C | u | 0% | 0%
Cc1ccccc1NC(=O)CCC(=O)N/N=C/c1cc([N+](=O)[O-])ccc1O | 16µM* | u | 3%
COc1ccccc1CNc1ccnc(-c2c(C)noc2C)n1 | u | u | x
COc1cc(/C=N/N2CCN(C3c4ccccc4-c4ccccc43)CC2)cc(OC)c1O | u | u | 7%
Cc1nnc(C)c2c(C)n(C(c3ccccc3)c3ccccc3)c(C)c12 | u | u | 7%
O=C1OC[C@@H]2CCCN2C(=O)[C@H](CC(=O)N(CCO)Cc2ccccc2)C/C=C\CC[C@@H]1Cc1ccc(F)cc1 | 18µM* | u | 2%
COc1cc(OC)cc(-c2nc3nc(C)c(CCC(=O)Nc4ccc(C)cc4C)c(C)n3n2)c1 | -26% | 4% | 2%
CCOc1ccc(N2CC(C(=O)Nc3ccccc3N3CCCC3)CC2=O)cc1 (stereo not drawn) | u | u | 4%
